MCL1 BIM primary: inhibitors of human MCL1 binding to BIM-BH3 peptide; Q07820; GST-MCL1 / FITC-Bim-BH3 fluorescence polarization; inhibition, % at 10.9 µM; 320,000 compounds, 0.68% hits;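 active = inhibition above the mean inhibition of all tested compounds plus 3 SD, set per campaign, cut at about 40% in these data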;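 also: 0% = DMSO wells and 100% = unlabeled Bim-BH3 peptide control; higher means more loss of mP so more displacement of Bim peptide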
VLA-4 inh: inhibition in a human VLA-4 binding assay; P13612; VLA-4 expressing cells, ligand binding flow cytometry; inhibition, % (about 7 µM as worked out from the volumes in the protocol); 330,000 compounds, 0.2% hits; in the data active = inhibition above about 50%
CIT2 TOR yeast: alters CIT2-GFP fluorescence in TOR pathway yeast screen; 320,000 compounds, 0.065% hits; AID 2029; GFP response vs DMSO, % at 10 µM; S. cerevisiae CIT2-GFP strain, flow cytometry, 3 h; 100 means same as DMSO wells;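 active = GFP response relative to DMSO above a set limit, near the screen mean plus 3 SD, cut at about 150% in these data; inconclusive = Fewer than 70 cells measured for a yeast strain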;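 also: ratio of well median GFP fluorescence to mean of DMSO wells on the plate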
BCLXL inh: Bcl-xL (human) inhibition. Q07817. GST-Bcl-xL / FITC-Bim BH3 peptide fluorescence polarization. inhibition, % at 10.9 µM. 320,000 compounds, 0.7% hits. AID 2129;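 active = inhibition above the mean of all tested compounds plus 3 SD, cutoff set per campaign, cut at about 30% in these data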;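 also: 0% = DMSO wells and 100% = unlabeled Bim-BH3 peptide competitor; inhibitors lower millipolarization by displacing the labeled peptide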
AGP1 TOR yeast: modulators of TOR pathway AGP1-GFP in S. cerevisiae. S. cerevisiae AGP1-GFP multiplex flow cytometry, 3 h; GFP as percent of DMSO wells. GFP response vs DMSO, % at 10 µM. 320,000 compounds, 0.02% hits. AID 2066;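 active = GFP response relative to DMSO above a set limit, near screen average plus 3 SD, cut at about 150% in these data; inconclusive = fewer than 70 cells counted for the yeast strain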;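 also: median GFP channel fluorescence of the gated AGP1 strain per well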
MEX-5 binding: C. elegans MEX-5 TCR-2 RNA binding activity | Q9XUB2 | MEX-5/FITC-TCR2 RNA binding, fluorescence polarization; active compounds read low | activity score (negative = inhibition of binding), % at 10 µM | 300,000 compounds, 0.38% hits | AID 1832;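 active = inhibition past about -25% in most replicates, and total fluorescence under double the plate's negative control median, limit read from the data; inconclusive = replicates evenly split on the limit, or fluorescence at least double controls; inactive = too little inhibition in most replicates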;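 also: 0% = DMSO and -100% = 5 µM competing unlabeled TCR2 RNA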
Target sequence (Q9XUB2 whole entry, looked up): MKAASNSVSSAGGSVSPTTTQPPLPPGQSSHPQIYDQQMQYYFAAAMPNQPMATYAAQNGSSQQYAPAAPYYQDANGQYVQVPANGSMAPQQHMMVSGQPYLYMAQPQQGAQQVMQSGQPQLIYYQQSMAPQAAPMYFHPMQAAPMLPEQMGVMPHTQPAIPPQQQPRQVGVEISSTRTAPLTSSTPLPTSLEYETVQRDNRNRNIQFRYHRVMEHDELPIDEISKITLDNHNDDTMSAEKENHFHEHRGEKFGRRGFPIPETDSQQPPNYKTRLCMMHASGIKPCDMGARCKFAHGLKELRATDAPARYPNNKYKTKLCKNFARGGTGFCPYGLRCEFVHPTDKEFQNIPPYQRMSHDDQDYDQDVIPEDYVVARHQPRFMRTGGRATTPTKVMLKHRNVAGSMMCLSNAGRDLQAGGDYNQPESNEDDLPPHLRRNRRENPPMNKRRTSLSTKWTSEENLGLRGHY
GLD-1 RNA inh: GLD-1-TGE RNA interaction inhibition (C. elegans). inhibition, % at 5.96 µM. purified GLD-1 + fluorescein TGE RNA, fluorescence polarization. Q17339. 320,000 compounds, 0.44% hits;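 active = percent inhibition above a per-plate cutoff, the plate mean of test compounds plus 3 SD, cut at about 30% in these data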;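 also: 0% = DMSO wells with GLD-1 and probe and 100% = wells lacking GLD-1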
Target sequence (Q17339 whole entry, looked up): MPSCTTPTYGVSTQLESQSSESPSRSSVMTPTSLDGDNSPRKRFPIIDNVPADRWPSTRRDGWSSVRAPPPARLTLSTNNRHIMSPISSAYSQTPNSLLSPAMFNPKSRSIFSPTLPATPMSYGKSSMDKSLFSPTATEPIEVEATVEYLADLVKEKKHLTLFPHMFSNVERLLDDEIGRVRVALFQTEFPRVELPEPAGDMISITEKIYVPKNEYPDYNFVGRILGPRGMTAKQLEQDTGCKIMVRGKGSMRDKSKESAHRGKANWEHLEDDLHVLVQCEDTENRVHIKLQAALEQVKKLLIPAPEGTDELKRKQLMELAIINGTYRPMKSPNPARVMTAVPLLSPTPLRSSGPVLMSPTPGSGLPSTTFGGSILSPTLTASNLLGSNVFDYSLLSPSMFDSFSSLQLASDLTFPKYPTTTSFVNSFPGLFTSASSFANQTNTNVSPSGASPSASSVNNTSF
GRK2 aptamer HTS: inhibitors of human GRK2 displacing RNA aptamer; bead flow cytometry, FAM-aptamer displacement from GRK2; 330,000 compounds, 0.59% hits; inhibition of aptamer binding, % at 10 µM; AID 488847; P25098;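 active = inhibition of aptamer binding above 40%, roughly 3 SD of noise, on plates passing a quality check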;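 also: median bead fluorescence of bound FAM aptamer so fluorescent compounds give negative values; no value below 0 was filed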
Yeast superoxide: caloric restriction mimetics inhibiting age-related superoxide in yeast | S. cerevisiae aged cells, superoxide DHE fluorescence; active compounds read low | superoxide response (% of plate mean), % at 10 µM | 330,000 compounds, 0.18% hits;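 active = superoxide response under a set limit, about three screen SD below normal, cut at about 65% in these data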;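 also: yeast aged for seven days with compound at 30 °C before DHE staining; 100% = average MFI of all compound-treated wells on the plate with controls excluded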
Active calls of the source: *; ? = inconclusive; · = not tested or not shown; [ ] = dose if it differs, or a comment.

SMILES	MCL1 BIM primary	VLA-4 inh	CIT2 TOR yeast	BCLXL inh	AGP1 TOR yeast	MEX-5 binding	GLD-1 RNA inh	GRK2 aptamer HTS	Yeast superoxide
COc1cc2c(cc1OC)C(C)N(C(=O)c1ccc(Cl)c(S(=O)(=O)N3CCCCC3)c1)CC2 (centres undefined)	4	20	108	-1	107	1.5	2	1	90
CCOc1ccc(CCNC(=O)C2CC=CCC2C(=O)OC(C)C)cc1OCC (centres undefined)	-3	24	107	1	111	-0.5	-2	0	86
O=C(CCN1C(=O)/C(=C\c2ccccc2)SC1=S)NCCCN1CCOCC1	8	-15	94	9	95	0.2	-2	0	96
O=C(c1ccc(COc2ccccc2Br)cc1)N1CCCCCC1	-2	2	102	0	101	-0.4	3	3	115
Cc1ccc(Oc2cnc3ccccc3n2)cc1	4	53*	88	-1	102	1.9	2	0	112
CC(=O)Nc1ccc(OCC(O)CN2CCN(c3cccc(Cl)c3)CC2)cc1 (centres undefined)	5	-13	95	-2	92	-1.1	-14	0	102
N/C(Cc1ccc(Cl)c(Cl)c1)=N\OC(=O)c1cccs1	-4	30	111	-6	63	-1.6	3	0	107
Cc1scc(C(=O)N/N=C/c2ccc(Cl)s2)c1C	6	-5	94	4	95	-0.2	2	5	114
c1ccc(Cc2nnc3sc(-c4cccnc4)nn23)cc1	-1	-1	114	3	109	-1.0	3	0	119
Cc1cc(Nc2ccccc2)n(C(=O)c2ccccc2)n1	-1	7	110	4	108	0.1	2	0	110
O=S(=O)(Cc1cc(-c2ccccc2Cl)no1)c1ccccc1	4	2	100	4	104	2.4	1	1	90
Cc1ccc(NC(=O)CNc2ccc(OC(C)C)cc2)c(C)c1	-6	-4	90	-2	99	-2.1	-5	0	113
Nc1nc2nc(-c3cccs3)cc(C(F)(F)F)n2n1	3	7	100	0	89	·	4	2	105
CNC(=O)c1ccc(NC(=O)Nc2ccccc2)cc1	13	5	112	0	100	1.8	-13	3	89
Nc1nc(SCc2nc3scc(-c4cccs4)c3c(=O)[nH]2)n[nH]1	8	2	99	5	101	0.4	0	0	115

Only BCLXL inh and AGP1 TOR yeast, for some of the entries so far:
SMILES	BCLXL inh	AGP1 TOR yeast
Nc1nc(SCc2nc3scc(-c4cccs4)c3c(=O)[nH]2)n[nH]1	5	101
c1ccc(Cc2nnc3sc(-c4cccnc4)nn23)cc1	3	109

Additional structures.
SMILES	MCL1 BIM primary	VLA-4 inh	CIT2 TOR yeast	BCLXL inh	AGP1 TOR yeast	MEX-5 binding	GLD-1 RNA inh	GRK2 aptamer HTS	Yeast superoxide
CCN1CCCC1CNC(=O)C(=O)NCCc1ccc(OC)c(OC)c1 (centres undefined)	-4	-1	101	4	103	2.5	-2	0	105
CCOc1ccccc1NC(=O)C1CCCN1S(=O)(=O)c1ccccc1C(F)(F)F (centres undefined)	3	-11	101	5	100	·	6	0	105
O=C(COC(=O)CNC(=O)c1ccc(Cl)c([N+](=O)[O-])c1)NNC(=O)c1ccccc1F	2	-2	104	4	106	·	7	2	108
COc1ccccc1NS(=O)(=O)c1ccc2oc(SCC(C)=O)nc2c1	9	0	91	2	99	-0.5	3	0	94
COc1ccccc1NC(=O)c1csc2c1CCCC2	-4	0	98	-2	94	-3.9	13	3	92
COc1ccc(OC)c(Nc2nc(NCCC(C)C)nc(N)c2[N+](=O)[O-])c1	-8	-4	96	-2	100	1.4	2	1	121
Cc1ccc(N(C(=O)CCl)C(C(=O)NC2CCCCC2)c2cccnc2)cc1C (centres undefined)	-2	9	103	6	93	1.2	8	0	97
CCOc1ncccc1C(=O)OCC(=O)N1CCN(S(=O)(=O)c2ccc(Cl)cc2)CC1	1	6	99	1	104	-0.1	-8	0	106
CCN(CC)c1ccc(C(=O)N/N=C(\C)c2cccc(OC)c2)cc1	0	1	96	4	97	0.7	3	7	109
N#Cc1cncc(-c2ccc3c(c2)OCCOCCOCCOCCOCCO3)n1	-10	8	?	4	?	-1.1	1	0	104
CCN(CC)c1ccc(/C=N/NC(=O)Cc2cccs2)cc1	4	13	101	1	103	2.2	1	5	92
COc1ccc2c(c1)N(C)C(=O)CC(c1ccccc1)=N2	11	7	104	7	95	-1.0	1	2	105
Cc1ccc(N(Cc2cc3cc(C)ccc3[nH]c2=O)S(=O)(=O)c2ccccc2)cc1	7	7	94	5	102	-0.3	6	40	89
Brc1ccc(N=C/C=C/C=C/Nc2ccc(Br)cc2)cc1	0	-347	367*[may fluoresce green]	8	135[may fluoresce green]	·	-6	0	106
Cc1cccc(N(C(=O)CNC(=O)c2cccs2)C(C(=O)NC2CCCC2)c2ccncc2)c1 (centres undefined)	0	-5	108	2	106	0.4	2	2	85
CCCOc1cccc(C2/C(=C(/O)c3ccc4c(c3)CC(C)O4)C(=O)C(=O)N2CCN2CCOCC2)c1 (centres undefined)	1	-124	101	0	105	-0.7	3	0	116
Cc1ccc(-c2nnc(SCC(=O)N/N=C/c3ccccc3C(=O)O)n2-c2ccccc2)cc1	-4	7	100	1	98	2.0	-1	0	105
CC(NC(=O)C1CCN(S(=O)(=O)N2CCCCCC2)CC1)c1ccccc1 (centres undefined)	4	-5	119	2	107	0.9	4	0	92
N#Cc1c(N)n(-c2cccc(C(=O)O)c2)c2nc3ccccc3nc12	-10	-16	?	16	19[may fluoresce violet]	-5.0	-16	3	100
O=C(Cn1ncc2c3ccccc3n(Cc3ccccc3)c2c1=O)NCc1ccco1	3	-377	103	3	93	-0.9	2	0	109
CC(=O)Nc1ccc(NC(=O)C(C)OC(=O)CCCN=C2NS(=O)(=O)c3ccccc32)cc1 (centres undefined)	4	-2	91	0	98	1.1	-6	0	100
CCc1nnc(NC(=O)CCC(=O)N2CCN(Cc3cc(Cl)ccc3OC)CC2)s1	3	-11	112	6	95	-0.3	0	2	109
c1ccc2c(c1)CSc1sccc1C2=C1CCNCC1	9	8	91	-3	99	-0.4	-9	0	107
Cc1cccc(NC(=S)Nc2ccccn2)c1C	2	15	100	1	99	0.4	7	0	87
Cc1occc1C(=O)N1CCN(C(=O)C2CCCO2)CC1 (centres undefined)	11	0	103	4	103	1.4	4	1	95
Cc1cccc(NC(=O)Cn2c(=O)n(C)c3ccccc32)c1	-2	13	96	1	100	-0.4	0	9	113
CCOC(=O)[C@H]1[C@H]2COc3ccc(Cl)cc3[C@@H]2N2C(=O)CN(Cc3ccc(Cl)cc3)C(=O)[C@@]12C	-1	2	98	2	102	·	5	0	92
O=C(CN(Cc1cccs1)C(=O)CCC(=O)Nc1nccs1)NCc1ccccc1	1	5	102	-2	101	0.7	2	0	95
CC(C)NC(=O)CSc1nncn1-c1ccccc1	8	-1	101	2	105	-0.6	-1	0	109
O=S(=O)(NCC1CC1)c1cc(Cl)cc(Cl)c1	-5	6	97	0	87	-3.9	3	0	120
Cc1cc(OCC(=O)NCc2cccnc2)c2c(C)cc(=O)oc2c1	2	5	91	6	93	2.4	3	0	88
COc1ccc(/C=N/n2c(SC)nnc(C(C)(C)C)c2=O)cc1OC	1	9	94	6	107	·	2	0	102
CC(=O)N1CCC(N(CCCOC(C)C)C(=O)Nc2ccc(C)c(C)c2)CC1	4	11	·	9	108	-0.9	2	2	87
CN(C)CCCN1C(=O)c2oc3ccc(F)cc3c(=O)c2C1c1cccnc1 (centres undefined)	-3	20	105	-3	110	-1.3	-2	0	105
CCOC(=O)c1cc2c(=O)n3ccccc3nc2n(C(C)C)c1=NC(=O)c1c(-c2c(F)cccc2Cl)noc1C	8	-9	92	-2	98	2.0	2	14	103
COc1ccc(C(=O)NC(=S)NNC(=O)COc2ccccc2)cc1	9	9	91	7	97	0.5	-2	0	171
COc1cccc(C2C3=C(N=c4s/c(=C\c5ccc(OCC(=O)O)cc5)c(=O)n42)c2ccccc2CC3)c1 (centres undefined)	9	0	95	4	96	0.7	3	4	129
Cc1ccccc1NC1=C(Cl)C(=O)OC1OC(=O)c1ccccc1C (centres undefined)	-1	-5	104	3	114	-0.6	5	0	95
O=C(CCNS(=O)(=O)c1ccccc1)N1CCCCCC1	4	-12	·	1	93	3.0	-1	0	106
CC(C)N(Cc1ccccc1)C(=O)c1cccs1	0	10	118	4	115	3.3	-2	3	98
O=C(CSc1cccc2cccc(Cl)c12)OCC(=O)N1CCN(C(=O)c2ccco2)CC1	15	4	·	7	99	-0.4	3	0	105
Cc1nc(N2CCN(S(=O)(=O)c3ccccc3)CC2)c2cc(-c3ccccc3)sc2n1	-5	4	97	-3	94	-0.5	-1	0	96
CC(/C=C1\SC(=S)N(CCC(=O)Nc2nc(C)cs2)C1=O)=C\c1ccccc1	-12	1	93	-7	102	-11	-10	0	84
CC(C)(C)OC(=O)N1CCC(NC(=O)c2nc[nH]c2C(=O)NCc2ccccc2)CC1	3	-83	107	9	99	·	-2	0	105
COc1cc(CN2CCC(C(=O)N3CCN(c4ccccc4F)CC3)CC2)cc(OC)c1O	2	-4	96	4	96	-0.4	0	2	84
CCOc1cc(C2C(C#N)=C(N)OC3CCCC(=O)C32)ccc1OCCN1CCOCC1 (centres undefined)	1	24	103	4	·	-1.8	9	2	112
CCCc1cc(=O)oc2c3c(cc(OCC(=O)NCCCn4ccnc4)c12)OC(C)(C)CC3	-2	29	96	-1	99	2.3	3	0	96
CCOC(=O)Cc1csc(N/N=C\c2ccc(N(C)C)cc2)n1	8	-27	93	5	91	-1.8	-7	0	103
CC(C)(C)C(=O)Nc1c(Cl)cccc1OC(F)(F)F	1	16	90	1	97	1.0	1	3	92
COc1cccc(Cn2cccc(NC(=O)Nc3ccc(C#N)cc3)c2=O)c1	9	-7	109	10	104	·	-3	0	102
Cc1c(C(=O)OC(C)C)sc2nc[nH]c(=O)c12	6	-14	84	9	89	-0.5	4	3	112
Cc1ccc(C(=O)O/N=C(/c2nonc2N)N(C)C)cc1	-4	17	86	1	88	-0.1	-6	1	75
CCOC(=O)c1cc(CC)sc1NC(=O)c1cc(OC)c(OC)c(OC)c1	5	-17	106	10	102	-0.5	4	2	98
COc1ccc(N(CC(=O)NCCSCc2ccco2)S(=O)(=O)c2ccccc2)cc1	10	-15	108	4	106	1.9	0	1	98
C/C(=N\NC(=S)NCCc1ccccc1)c1ccc(O)cc1O	21	-16	104	8	103	5.6	-1	0	126
O=S(=O)(NCCSc1nnc(-c2ccco2)n1-c1ccccc1)c1ccccc1	-9	9	105	-10	107	-1.1	-2	2	117
N#Cc1ccccc1S(=O)(=O)N1CCN(C(=O)CCc2ccccc2)CC1	5	7	98	2	95	·	2	0	105
O=C(O)c1ccc(CN(c2ccccc2)S(=O)(=O)c2ccccc2)cc1	1	-2	97	0	97	2.6	5	0	102
CCc1ccc(NC(=O)COC(=O)CCC2CCCC2)cc1	3	5	106	5	108	·	0	0	100
c1ccc(Nc2nc(CSc3ncn[nH]3)cs2)cc1	-4	1	96	1	103	0.8	-2	5	117
CC(C)Oc1cccc(C(=O)C2CCCN(S(C)(=O)=O)C2)c1 (centres undefined)	-4	11	94	0	96	-1.2	3	0	109
CCN1CCCC1CNC(=O)C1c2cc(OC)c(OC)cc2C(=O)N(C)C1c1cccnc1 (centres undefined)	9	-9	100	8	99	-3.4	-5	2	77

From PubChem BioAssay
